From PubChem BioAssay
PPARg SRC3 recr = PPARgamma-driven SRC-3 recruitment agonism | P37231 | biochemical PPARgamma/SRC-3 coactivator recruitment assay | activation, % at 8 µM | hit rate 0.26% among 200,000 | AID 731; in the data active = activation above about 23%;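 note: 0% = DMSO and 100% = reference agonist; some compounds past the cut are filed as inactive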
Target sequence (P37231 whole entry, looked up): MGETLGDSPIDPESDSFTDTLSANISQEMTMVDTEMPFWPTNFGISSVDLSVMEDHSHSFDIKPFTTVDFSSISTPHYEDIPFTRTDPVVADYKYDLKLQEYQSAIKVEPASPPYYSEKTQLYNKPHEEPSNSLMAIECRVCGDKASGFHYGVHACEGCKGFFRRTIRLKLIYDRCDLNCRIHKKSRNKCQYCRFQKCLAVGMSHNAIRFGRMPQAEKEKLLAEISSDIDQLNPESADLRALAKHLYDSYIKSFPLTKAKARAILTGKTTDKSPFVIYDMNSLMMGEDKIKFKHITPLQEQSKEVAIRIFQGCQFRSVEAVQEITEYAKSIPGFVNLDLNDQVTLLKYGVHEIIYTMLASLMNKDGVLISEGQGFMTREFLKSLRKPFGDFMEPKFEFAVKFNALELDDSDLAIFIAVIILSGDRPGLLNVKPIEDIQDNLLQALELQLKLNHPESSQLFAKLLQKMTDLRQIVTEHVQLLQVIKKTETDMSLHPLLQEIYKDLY
S1P3 antagonist = blocks the human S1P3 receptor; Q99500; CHO S1P3 NFAT-BLA reporter, FRET fluorescence, antagonist mode; inhibition, % at 4.98 µM; hit rate 0.27% among 170,000; AID 485;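 active = inhibition above the plate cutoff, the mean inhibition of test wells on that plate plus 3 SD, cut at about 28% in these data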;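 note: cells challenged with S1P at its EC80 of 0.8 µM; blue over green emission ratio from cleaved BLA substrate after 4 h stimulation; 0% = S1P-stimulated wells and 100% = unstimulated DMSO-only wells; some compounds past the cut are filed as inactive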
RAM inhibit = inhibitors of the yeast RAM network; inhibition, % at 50 µM; hit rate 1.8% among 190,000; AID 868; S. cerevisiae dse1pr::URA3 reporter, 5-FOA growth OD615, 2 d; analog-sensitive cbk1-as2 kinase mutant strain;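 active = inhibition above a set limit, 3 SD over mean compound inhibition, cut at about 8.4% in these data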;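 note: 0% = DMSO-only wells with no growth and 100% = 10 µM 1-NA-PP1 full growth; inhibition rescues growth on 5-FOA so higher OD means more RAM inhibition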
STAT1 blocker = STAT1 signaling inhibition; NIH 3T3 STAT1-luciferase reporter, IFN-gamma, luminescence; inhibition, % at 5.5 µM; hit rate 0.35% among 200,000;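 active = inhibition above a set limit, the mean inhibition across all tested compounds plus 3 SD, cut at about 34% in these data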;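 note: 0% = IFN-gamma with DMSO and 100% = IFN-gamma with 300 µM nifuroxazide; values of inactives mirror those of a sister screen read the other way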
STAT3 act = STAT3 signaling activation; hit rate 0.91% among 190,000; activation (% of control), % at 5.6 µM; U3A cells, IL-6 STAT3-luciferase reporter, luminescence; 100% = signal with IL-6 EC80 alone;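 active = activation above the screen-wide mean of compound activation plus 3 SD, cut at about 130% in these data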;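 note: 0% = background luminescence of wells with medium and substrate only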
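system = STAT3-luciferase reporter U3A cells | reagent = IL-6 stimulus at 33 ng/mL final | timing = 1 h compound pre-exposure, 6 h IL-6 stimulation, 37 °C | measured by = luminescence | evaluation = % activation versus median of IL-6-stimulated wells | control set = IL-6-only wells as 100% reference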
ROMK mod = modulates human ROMK potassium channel activity; Tet-inducible ROMK, thallium flux fluorescence; actives lie on both sides; B-score at 10 µM; hit rate 2% among 130,000;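 active = signal ratio slope over the read window, or its plate-corrected B-score, at least 3 SD from the plate mean, either direction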;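 note: B-score of the F/F0 ratio slope over 7 to 12 s after thallium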
Target sequence (P48048 whole entry, looked up): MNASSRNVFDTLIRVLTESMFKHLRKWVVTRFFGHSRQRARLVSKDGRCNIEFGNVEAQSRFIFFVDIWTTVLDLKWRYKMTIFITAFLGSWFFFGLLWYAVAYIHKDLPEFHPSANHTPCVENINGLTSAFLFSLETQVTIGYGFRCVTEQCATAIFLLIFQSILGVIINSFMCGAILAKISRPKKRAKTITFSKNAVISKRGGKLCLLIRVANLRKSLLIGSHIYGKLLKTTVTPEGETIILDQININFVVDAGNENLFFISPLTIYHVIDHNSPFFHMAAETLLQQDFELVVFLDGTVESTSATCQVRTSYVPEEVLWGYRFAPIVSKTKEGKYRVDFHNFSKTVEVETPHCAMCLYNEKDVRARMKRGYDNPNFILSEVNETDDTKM
SRC2 TRFRET art = flags TR-FRET format artefacts in PPARgamma SRC-2 recruitment agonist screen; TR-FRET ratio at 8 µM; TR-FRET artefact counter-screen; active compounds read high; hit rate 0.4% among 200,000; in the data active = TR-FRET ratio above about 2000; note: inactives centre near 1500
TLR4 MyD88 comp = TLR4-MyD88 interaction inhibition in cells. inhibition, % at 8.4 µM. hit rate 0.18% among 200,000. HeLa CL3-4 TLR4/MyD88 BLA complementation, FRET ratio; in the data active = inhibition above about 25%;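 note: 0% = vehicle and 100% = reference inhibitor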
PPARg SRC-2 ag = PPARgamma-driven SRC-2 recruitment agonism | P37231 | hit rate 0.34% among 200,000 | activation, % at 8 µM | PPARgamma LBD-SRC-2 recruitment, biochemical; in the data active = activation above about 22%;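 note: 0% = vehicle and 100% = reference agonist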
STAT3 inh = STAT3 signaling inhibition; U3A cells, IL-6 STAT3-luciferase reporter, luminescence; host cell line lacks STAT1; hit rate 0.89% among 190,000; inhibition, % at 5.5 µM;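 active = inhibition above the mean inhibition across all screened compounds plus 3 SD, cut at about 44% in these data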;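 note: 0% = DMSO only wells and 100% = 100 µM nifuroxazide control wells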
PPARg SRC-1 ag = PPARgamma-driven SRC-1 recruitment agonism; P37231; PPARgamma-SRC-1 coactivator recruitment biochemical assay; activation, % at 8 µM; hit rate 0.41% among 200,000; in the data active = activation above about 19%;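 note: 0% = DMSO and 100% = reference agonist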
* = called active by the depositor; . = not tested or not shown.

SMILES	PPARg SRC3 recr	S1P3 antagonist	RAM inhibit	STAT1 blocker	STAT3 act	ROMK mod	SRC2 TRFRET art	TLR4 MyD88 comp	PPARg SRC-2 ag	STAT3 inh	PPARg SRC-1 ag
CCOC(=O)CC(=O)CSc1nnc(Cn2c(=O)sc3ccccc32)n1C	-10	-2	3.2	2	100	-0.26	1477	6	-2	4	5
O=C(C1CCCN(S(=O)(=O)c2ccc(Br)s2)C1)N1CCCCCC1 (stereo not drawn)	5	.	0.4	6	96	-0.95	1674	-8	-1	5	1
Nc1c(-c2ccccc2)c(CSc2nc3ccccc3[nH]2)nn1-c1ccc(C(=O)O)cc1	-2	-7	1.7	1	104	.	1470	-8	-4	1	-4
Cc1cccc(C)c1NC(=S)N(C)CCc1ccccn1	1	-27	0.2	-4	108	.	1523	-1	0	-7	2
Cc1cccc(-c2noc(-c3ccc(F)cc3)n2)c1	-1	-16	3.5	-51	99	1.9	1511	7	4	4	5
c1ccc(Cn2nnnc2-c2ccco2)cc1	1	-1	3.6	5	103	0.048	1639	-4	19	1	-3
O=C(CCn1c(=O)[nH]c2ccccc2c1=O)N1CCN(c2ccc(Cl)cc2)CC1	2	2	6.6	7	106	-0.12	1412	-5	-4	-4	-2
CC(C)(C)CC(=O)Nc1cccc2c1CCCC2	2	.	0.8	-2	100	0.098	1369	0	2	6	-1
CCN(CC)c1ccc(/C=N/Nc2ccc(C)cc2)c(O)c1	1	15	0.6	12	102	.	1636	-21	5	0	2
CCCOc1ccc(CN(CCO)CCO)cc1C(=O)OC	10	-3	1.2	1	111	.	1307	10	-3	-8	-5
COC(=O)NCc1ccc(CNC(=O)OC)cc1	4	3	0.7	4	104	.	1462	8	-3	3	-2
COc1ccccc1NC(=S)NNC(=O)c1ccc(O)cc1	-11	.	-0.3	-11	115	0.01	1506	-6	0	-11	-6
CCN=C1SC(CC(=O)Nc2ccc(C(F)(F)F)cc2)C(=O)N1CC (stereo not drawn)	6	-34	0.7	0	103	-0.23	1463	4	0	-1	9
Cc1ccc(C)c(N(CC(=O)NN=C2CCCCCCC2)S(C)(=O)=O)c1	2	.	-0.6	-5	105	.	1695	0	3	5	5
COc1ccc(CCn2c(NCc3ccco3)nc3c2c(=O)[nH]c(=O)n3C)cc1	13	-16	2.7	-1	99	.	1599	-3	9	5	-4
O=C(O)CCC(=O)N1N=C(c2ccc(Br)cc2)CC1c1cccs1 (stereo not drawn)	6	-20	-1.6	-19	104	-1.3	1753	6	3	7	6
CCC(Sc1nc2c(c(=O)[nH]1)CCC2)C(=O)Nc1cccc(OC)c1 (stereo not drawn)	-2	-8	5.2	3	110	.	1325	-2	-5	-5	-6
CCSc1nc(O)cc(=O)n1-c1ccc(OC)cc1	-4	4	1.8	5	100	.	1639	14	1	5	11
Cc1ccc(C(=O)NCCc2nnc3ccc(SCC(=O)Nc4c(C)cc(C)cc4C)nn23)cc1	-1	9	-1.3	-7	105	.	1554	-22	-3	-3	-4
CCN(CC)S(=O)(=O)c1cccc(-c2n[nH]c(=S)n2C(C)COC)c1 (stereo not drawn)	1	8	0.1	-6	105	-0.015	1464	11	4	1	3
Cc1ccc(C=C2C(=O)c3ccccc3C2=O)o1	3	-8	2.7	-7	96	.	1573	-2	4	3	0
Cc1c(-n2cc(C(=O)O)c(=O)c3cc(F)c(N4CCCC(O)C4)c(F)c32)c(=O)n(-c2ccccc2)n1C (stereo not drawn)	2	-7	0.8	7	97	.	1695	-2	3	5	9
N#Cc1ccc(-c2ccc(F)cc2)nc1Oc1ccccc1	3	.	7.4	11	102	1.1	1543	-4	3	5	3
COc1ccc(OCCCC(=O)NCC(C)C)cc1	2	.	0.1	12	99	-0.44	1558	1	7	1	-2
O=C(NCc1ccccn1)c1cccc(NS(=O)(=O)c2ccccc2F)c1	0	0	1.3	0	98	0.51	1547	-4	0	1	-3
COCCNC(=S)NCc1cccs1	-6	-1	-0.5	1	107	-1	1479	13	-9	-1	-1
COc1ccc(OC)c(-n2c(-c3ccc(S(C)(=O)=O)cc3)cc(C=O)c2C)c1	1	.	1.7	1	92	.	1476	7	0	13	6
COc1ccc(C(=O)NCc2oc(-c3ccccc3)cc2C(=O)O)cc1	-3	37	4.9	2	106	0.23	1635	-6	8	-5	4
COc1ccc(CCNC(=O)C2CCCN(S(=O)(=O)c3cnc[nH]3)C2)cc1OC (stereo not drawn)	2	-18	1.3	2	99	.	1581	1	8	6	4
CCOC(=O)c1sc(NC(=S)NC(=O)C2CC2)cc1C	-1	8	3.3	-10	90	.	1726	14	-4	11	-3
CC1CCc2cc(F)ccc2N1C(=O)CCC(=O)O (stereo not drawn)	2	-46	0.1	3	96	.	1626	-2	4	12	6
NC(=O)COC(=O)c1cc(S(=O)(=O)N2CCN(c3ccccc3)CC2)ccc1Cl	-2	-9	5.0	-6	94	-0.74	1789	8	0	14	-2
Cc1ccc(NC(=O)COC(=O)c2cccc3c2C(=O)c2ccccc2C3=O)c(C)c1	3	-20	2.5	3	99	.	1639	2	-10	1	-7
COc1ccccc1NC(=S)NCc1ccccn1	-4	10	1.8	-13	98	-0.68	1673	17	10	3	0
COc1ccc(-c2noc(CSc3nc(-c4ccccc4)cc(=O)[nH]3)n2)cc1OC	4	19	1.2	-3	101	-1.2	1450	-9	5	2	-5
CCCSc1nc2c(c(=O)[nH]c(=O)n2C)n1CCc1ccccc1	-9	10	3.8	1	110	-1.9	1479	-2	-2	-8	2
COc1cc(/C=c2\sc3n(c2=O)C(c2ccccc2)C(c2ccccc2)=NN=3)ccc1O (stereo not drawn)	-2	.	6.3	-2	100	.	1533	7	2	2	-7
Cc1ccc(NC(=O)NNC(=O)c2snnc2C)cc1	1	-11	2.0	-11	106	-0.61	1496	21	-2	5	-6
C#CCOCCOCCOCCNc1nc(N2CCN(C(=O)[C@H](CCC(=O)O)n3cc(C(N)Cc4ccc(O)cc4)nn3)CC2)nc(N2CCN(C(=O)[C@H](CCC(=O)O)n3cc(C(N)CC(C)C)nn3)CC2)n1 (stereo partly drawn)	5	-28	0.6	9	.	.	1585	-11	-3	.	7
Cc1ccc(-c2noc(=O)n2CC(=O)c2ccc(Cl)cc2)cc1	2	9	3.1	-3	89	-0.97	1632	2	-1	14	0
CCCCc1nc2sc3c(c2c(=O)[nH]1)CCC3	12	.	0.5	11	84	-0.83	1553	4	3	26	6
CCn1cnc2cc(NCc3ccc(C)cc3)ccc21	19	-6	0.6	-38	100	-0.43	1932	1	22	3	5
C=CCc1ccc(OCC(O)CN2CCCCC2)c(OC)c1 (stereo not drawn)	0	-7	-0.6	-6	99	.	1524	2	3	12	6
CCC(=O)NC(c1ccco1)c1cc(Cl)c2cccnc2c1O (stereo not drawn)	0	-15	3.6	4	111	-0.039	1420	-2	-2	-11	0
CCOC(=O)C1CN(S(=O)(=O)c2ccc(F)cc2)C1	5	.	-0.1	-4	108	.	1634	-6	1	-7	0
CC(=O)c1cc(-c2ccccc2)n(CC(=O)Nc2cccc(C)c2)c1C	-1	6	0.8	6	104	-0.97	1344	3	-10	-5	-4
COc1ccccc1NC(=O)C1=C(C)NC(=O)NC1c1cccs1 (stereo not drawn)	-3	-12	0.1	1	99	-0.014	1521	2	5	4	18
COCCCn1cc(C(=O)c2ccccc2OCC(=O)Nc2cccc(F)c2)cc(C#N)c1=O	-2	-9	5.8	-6	104	0.36	1455	-9	-5	-3	-6
O=C(CCCSc1nnc(-c2cccs2)n1CC1CCCO1)c1ccccc1 (stereo not drawn)	-10	5	-0.1	0	94	.	1677	-10	0	17	-7
CN(c1ccc(OCC(=O)OCC(=O)Nc2ccccc2)cc1)S(=O)(=O)c1cccs1	3	-1	5.5	4	100	0.064	1565	-11	0	1	7
O=C1CN(C(=O)CSc2nncs2)c2ccccc2N1	1	-15	1.0	7	104	-0.53	1517	-9	5	0	-4
O=[N+]([O-])c1cccc(C(=Nc2ccc(Cl)cc2)NO)c1	3	.	2.0	5	148*	.	1817	-4	9	-47	1
CCn1c(C(=O)N2CCCC(C(=O)O)C2)cc2sccc21 (stereo not drawn)	1	-3	-0.9	1	104	0.56	1691	-11	10	-1	2
CSC1=C(C#N)C2(CCCC2)C(C#N)=C(N)N1	-5	13	.	5	97	-1.9	1341	4	-3	6	-7
Cc1ccc(O)c(/C=N/NC(=O)C2=NNC(c3ccccc3)(c3ccccc3)C2)c1	3	.	1.4	-17	96	0.22	1664	-1	17	9	-3
Clc1ccc(-c2nnc(-c3ccco3)o2)cc1	-1	-4	0.4	-48	86	0.34	1504	-2	-12	19	0
Cc1cccc(NC(=O)CS(=O)(=O)c2c[nH]c3ccccc23)c1C	6	.	0.1	4	108	.	1569	-3	12	-4	14
O=C(Nc1ccc(Sc2ccc(Br)cc2)cc1)c1ccco1	-6	.	9.4*	7	100	.	1627	16	4	4	-1
CCOc1ccc2[nH]c(=O)c(CN(CC3COCCO3)C(=O)c3ccc(C)cc3)cc2c1 (stereo not drawn)	4	14	3.2	-10	99	-0.048	1631	-8	5	8	6
O=C(NCc1ccc(-c2nc3ccccc3s2)cc1)c1ccco1	3	2	3.8	-25	92	0.052	1626	-3	3	8	8
Additional records.
SMILES	PPARg SRC3 recr	S1P3 antagonist	RAM inhibit	STAT1 blocker	STAT3 act	ROMK mod	SRC2 TRFRET art	TLR4 MyD88 comp	PPARg SRC-2 ag	STAT3 inh	PPARg SRC-1 ag
COc1ccc(NC(=O)CN2C(=O)C(C)Oc3ccccc32)c(OC)c1 (stereo not drawn)	-1	10	1.3	1	104	.	1554	-6	-2	-2	6
CCOC(=O)N1CCN(CCC(=O)Nc2ccc(C)c(Br)c2)CC1	8	-5	1.2	-4	100	.	1507	-2	0	5	-4
O=C(Oc1ccccc1)c1cc2ccccc2o1	-8	5	0.1	2	103	.	1547	0	1	2	10
CC(C)C(=O)NC(Nc1ccccc1F)C(Cl)(Cl)Cl (stereo not drawn)	0	.	0.9	-1	104	.	1608	7	4	-4	-1
O=C(Nc1ccc(Cl)cc1)C1CCCN(S(=O)(=O)c2cnc[nH]2)C1 (stereo not drawn)	-2	-56	0.3	-3	98	.	1440	3	4	10	4
CCCN1CN(Cc2ccccc2)CNC1=S	-2	15	-0.7	-3	105	0.012	1433	5	1	-6	-8
COC(=O)C1CCN(C(=O)Cc2ccc(Br)cc2)CC1	2	-4	0.7	-1	102	.	1415	4	-1	1	3

One compound at a time, from the list above. Screens in order: PPARg SRC3 recr | S1P3 antagonist | RAM inhibit | STAT1 blocker | STAT3 act | ROMK mod | SRC2 TRFRET art | TLR4 MyD88 comp | PPARg SRC-2 ag | STAT3 inh | PPARg SRC-1 ag
O=C(Oc1ccccc1)c1cc2ccccc2o1 as listed: -8 | 5 | 0.1 | 2 | 103 | . | 1547 | 0 | 1 | 2 | 10
CC(C)C(=O)NC(Nc1ccccc1F)C(Cl)(Cl)Cl (stereo not drawn) as listed: 0 | . | 0.9 | -1 | 104 | . | 1608 | 7 | 4 | -4 | -1
CCCN1CN(Cc2ccccc2)CNC1=S as listed: -2 | 15 | -0.7 | -3 | 105 | 0.012 | 1433 | 5 | 1 | -6 | -8
